NALP3 yeast inh = NALP3 inhibition in yeast. inhibition, % at 10 µM. 0.39% of 330,000 active. Yeast reconstituted NLRP3/ASC/caspase-1, beta-gal luminescence, 24 h. AID 2825;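 active means inhibition of 50% or more; inactive means inhibition below 50%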;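 further: plate controls were induced DMSO wells for no effect and uninduced yeast grown without galactose for full effect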
Apaf-1 inh = inhibitors of human Apaf-1 apoptosome; reconstituted apoptosome caspase-3 activity, DEVD-Rh110 fluorescence; 0.71% of 330,000 active; inhibition, % at 20 µM; O14727; active means inhibition of at least 40% at 20 µM;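 further: plate controls were DMSO wells for no effect and DEVD-CHO caspase inhibitor wells for full effect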
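Assay system – apoptosome proteins · Medium – Hepes buffer, pH 7.5 · Also added – cytochrome c with DEVD-Rh110 · Timing – 30 min compound preincubation, 50 min activation, room temperature · Detection – Rh110 fluorescence, excitation 480 nm, emission 540 nm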
SENP1 FRET inh = inhibitors of human SENP1 SUMO protease catalytic domain; Q9P0U3; recombinant SENP1 catalytic domain, CyPet-SUMO1-YPet FRET cleavage; inhibition, % at 10 µM; 0.21% of 360,000 active; AID 624204;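 active means inhibition at least 30% at 10 µM, raw YFP signal under a set limit, fluorescence ratio 0.5 to 1.5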;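 further: 0% = enzyme with DMSO and 100% = no enzyme wells; some results filed as inactive read as strong as hits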
Target sequence (Q9P0U3 419-644 limits assumed): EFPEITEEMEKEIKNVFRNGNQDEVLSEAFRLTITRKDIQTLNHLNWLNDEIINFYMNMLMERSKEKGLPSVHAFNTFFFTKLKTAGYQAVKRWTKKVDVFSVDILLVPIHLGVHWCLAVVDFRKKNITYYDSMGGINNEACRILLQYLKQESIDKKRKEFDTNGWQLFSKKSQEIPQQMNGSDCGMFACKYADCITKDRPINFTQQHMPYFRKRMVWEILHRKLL
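Compound: 10 µM single point, 0.5% DMSO; Test system: hSENP1 catalytic domain, recombinant; Timing: 50 min reaction at room temperature; Technique: FRET, CFP and YFP emission; Control set: no-enzyme wells low, DMSO-plus-enzyme wells high control.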
SENP8 block-1 = blocks the human protease SENP8. inhibition, % at 10 µM. 1.2% of 330,000 active. AID 2540. purified SENP8, Z-RLRGG-aminoluciferin cleavage, luminescence; in the data active means inhibition above about 50%
SENP8 block-2 = blocks human SENP8 cleavage of Nedd8 substrate; Q96LD8; recombinant SENP8, Nedd8 substrate fluorescence; inhibition, % at 20 µM; 0.64% of 360,000 active; AID 602440; in the data active means inhibition mostly above about 40%, no sharp cut-off; inactive means mostly below about 27%
HKDC1 inhibitor = blocks human hexokinase HKDC1 activity. recombinant HKDC1, G6PDH/diaphorase resazurin coupled fluorescence. AID 493160. 0.16% of 340,000 active. inhibition, % at 20 µM;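 active means inhibition above about 35% when tested at 20 µM, limit read from the data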;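 further: plate controls were DMSO wells with enzyme for no effect and DMSO wells lacking enzyme for full effect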
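Assay system: in-house recombinant HK5 (HKDC1) enzyme. Input: HKDC1 at 5 µg/mL. Medium: Tris pH 8.0 buffer with MgCl2, Tween-20, BSA, BME. Dosing: single 20 µM dose. Schedule: 90 min reaction incubation at room temperature, dark. Signal: resazurin-to-resorufin fluorescence via G6PDH and diaphorase coupling, 525/613 nm. Controls: DMSO-enzyme wells negative, buffer-substituted wells positive.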
SENP6 block = blocks the human protease SENP6; AID 2599; inhibition, % at 10 µM; Recombinant SENP6 catalytic domain, aminoluciferin luminescence; 1.8% of 330,000 active; Q9GZR1;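 active means inhibition above about 50% at the single tested dose, limit read from the data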;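 further: plate controls were DMSO wells with enzyme for no effect and DMSO wells lacking enzyme for full effect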
Target sequence (Q9GZR1 628-1112 limits assumed): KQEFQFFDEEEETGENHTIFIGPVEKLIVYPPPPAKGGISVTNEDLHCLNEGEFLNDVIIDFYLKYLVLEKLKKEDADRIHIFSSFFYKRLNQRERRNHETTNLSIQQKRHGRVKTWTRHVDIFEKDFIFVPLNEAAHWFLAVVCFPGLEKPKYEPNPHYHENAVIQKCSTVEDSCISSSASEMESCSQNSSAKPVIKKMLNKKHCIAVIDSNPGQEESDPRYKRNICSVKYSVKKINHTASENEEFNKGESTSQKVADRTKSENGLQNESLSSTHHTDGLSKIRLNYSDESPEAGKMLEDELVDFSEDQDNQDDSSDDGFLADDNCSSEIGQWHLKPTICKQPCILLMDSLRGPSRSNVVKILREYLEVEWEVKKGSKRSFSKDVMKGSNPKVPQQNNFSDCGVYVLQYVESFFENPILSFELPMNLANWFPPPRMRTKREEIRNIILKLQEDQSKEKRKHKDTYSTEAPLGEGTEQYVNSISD
SENP7 block = inhibitors of human SENP7 protease; Q9BQF6; recombinant SENP7, Z-RLRGG-aminoluciferin luminescence, 40 min; inhibition, % at 5 µM; 1.5% of 330,000 active;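 active means inhibition above about 50% at the single test dose, limit read from the data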;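 further: plate controls were DMSO with enzyme for no effect and no enzyme buffer wells for full effect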
Target sequence (Q9BQF6 706-1050 limits assumed): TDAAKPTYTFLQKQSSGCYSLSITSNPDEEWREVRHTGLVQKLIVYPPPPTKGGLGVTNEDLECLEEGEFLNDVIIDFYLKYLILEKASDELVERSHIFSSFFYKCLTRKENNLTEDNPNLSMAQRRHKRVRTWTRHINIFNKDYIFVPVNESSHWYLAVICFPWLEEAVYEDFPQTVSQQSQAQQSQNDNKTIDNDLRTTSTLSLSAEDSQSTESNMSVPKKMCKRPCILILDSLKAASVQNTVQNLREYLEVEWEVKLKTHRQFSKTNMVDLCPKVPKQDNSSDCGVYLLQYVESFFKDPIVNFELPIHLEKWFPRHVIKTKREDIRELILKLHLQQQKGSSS
PfG6PD inh = PfG6PD (Plasmodium falciparum) enzyme inhibition; PfGluPho enzyme, NADPH resazurin-diaphorase fluorescence; 0.78% of 350,000 active; inhibition, % at 20 µM;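 active means inhibition reaching at least a set limit at 20 µM in the primary screen, cut at about 59% in these data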;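 further: 0% = DMSO wells with substrate and 100% = DMSO wells lacking glucose-6-phosphate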
Active calls of the source: *; · = not tested or not shown.

SMILES	NALP3 yeast inh	Apaf-1 inh	SENP1 FRET inh	SENP8 block-1	SENP8 block-2	HKDC1 inhibitor	SENP6 block	SENP7 block	PfG6PD inh
CCOC(=O)c1c[nH]n(-c2ccccc2)c1=O	-3	-12	1	1	-60	-2	12	11	10
CCC(CC)C(=O)Nc1nnc(SCC(=O)N2CCN(c3ccccc3OC)CC2)s1	18	11	0	5	5	-1	0	-1	4
O=C(c1n[nH]c2ccccc12)N1CCN(S(=O)(=O)c2ccc3ccccc3c2)CC1	-2	11	3	-9	11	4	2	0	-3
COc1cc2cnc(-c3ccccc3)c(C(=O)c3ccc(F)cc3)c2cc1OC	5	20	0	-12	-9	1	-10	-6	3
O=C(NC1(C(F)(F)F)C(=O)Nc2c1c(=O)[nH]c(=O)n2Cc1ccco1)C1CCCCC1 (stereo unspecified)	11	7	2	-10	30	-7	-19	-7	-1
O=C(Nc1ccc(Cl)c(Cl)c1)Nc1cc(C(=O)N2CCOCC2)ccc1N1CCCCC1	4	2	1	-7	18	-3	-24	7	-2
CCN1CCC(O)(C#Cc2ccccc2)CC1	15	1	-1	1	17	1	8	4	10
CCOc1ccc(NC(=O)c2cccc3c2C(=O)N(CCOC)C3)cc1	14	15	-1	-7	3	3	-4	-2	14
O=Cc1ccccc1OCc1nnsc1Cl	12	-6	-1	3	-5	-9	-3	-1	12
COc1ccc(NC(=O)CCN2C(=O)C3C4CCC(C4)C3C2=O)cc1 (stereo unspecified)	11	-8	0	3	11	9	8	3	11
O=C(CC1SC(N2CCCC2)=NC1=O)Nc1ccc(C(=O)N2CCCC(C(F)(F)F)C2)cc1 (stereo unspecified)	6	4	2	2	19	-7	-11	-1	-1
COc1ccc(CNc2ncnc3cc(OC)c(OC)cc23)cc1OC	12	-1	1	-2	-7	-4	1	6	-10

The last two entries of the part before come first, to join the parts:
SMILES	NALP3 yeast inh	Apaf-1 inh	SENP1 FRET inh	SENP8 block-1	SENP8 block-2	HKDC1 inhibitor	SENP6 block	SENP7 block	PfG6PD inh
O=C(CC1SC(N2CCCC2)=NC1=O)Nc1ccc(C(=O)N2CCCC(C(F)(F)F)C2)cc1 (stereo unspecified)	6	4	2	2	19	-7	-11	-1	-1
COc1ccc(CNc2ncnc3cc(OC)c(OC)cc23)cc1OC	12	-1	1	-2	-7	-4	1	6	-10
CN(C(=O)CSc1nnnn1-c1ccccc1)C1CCS(=O)(=O)C1 (stereo unspecified)	7	-3	0	9	13	-6	8	0	7
NS(=O)(=O)c1ccc(CCNC(=O)c2ccc(C(=O)c3ccccc3)cc2)cc1	13	14	-4	9	0	-6	-10	-1	10
NC(=O)NCCCC(=O)O	20	-2	3	5	27	0	-8	3	9
O=C(CCC(=O)c1cccs1)OCc1nc2ccccc2s1	12	15	3	-15	18	0	-25	-20	-14
CN(CC(=O)Nc1ccccc1Br)C(=O)c1ccc(COc2ccccc2)cc1	23	18	1	-2	-6	-6	0	-2	-3
COc1ccccc1N1CC(C(=O)Nc2nnc(SCC(=O)N3CCOCC3)s2)CC1=O (stereo unspecified)	-7	-1	1	-2	13	4	-3	-4	17
COc1cccc(Cc2n[nH]c(=S)n2Cc2ccco2)c1	25	-3	2	-3	6	-2	-24	0	30
CN(CCCOc1ccccc1F)Cc1ccccc1	27	-1	1	2	16	-2	13	3	4
COC(=O)c1ccc(CSc2nnc3c(n2)[nH]c2ccccc23)cc1	1	0	4	3	15	21	5	5	-22
O=C(OCc1nnc(-c2ccccc2)o1)C1CCN(S(=O)(=O)c2cccs2)CC1	2	12	-2	-8	13	4	-6	-2	0
COc1cccc(OCCCN2CCN(S(=O)(=O)c3ccc(NC(C)=O)cc3)CC2)c1	17	12	1	-7	8	-10	-27	1	7
Cc1ccc(C(=O)Nc2ccc(N3CCN(S(C)(=O)=O)CC3)cc2)cc1C	4	17	0	0	-120	-10	9	8	-5

A few values from the list.
SENP8 block-2 result of `CN(CC(=O)Nc1ccccc1Br)C(=O)c1ccc(COc2ccccc2)cc1` reads -6
SENP6 block result of `O=C(OCc1nnc(-c2ccccc2)o1)C1CCN(S(=O)(=O)c2cccs2)CC1` reads -6

(continued)
SMILES	NALP3 yeast inh	Apaf-1 inh	SENP1 FRET inh	SENP8 block-1	SENP8 block-2	HKDC1 inhibitor	SENP6 block	SENP7 block	PfG6PD inh
CCOC(=O)c1nn(-c2ccc(C)c(Cl)c2)c(=O)c(C#N)c1C	22	2	-1	1	-240	-2	17	5	-1
CN(C(=O)c1ccc(Cl)cc1)C1=CCCCC1CCC#N (stereo unspecified)	12	3	-2	13	25	-11	-1	2	8
CC1=CC(C)(C)N=C(NC#N)N1	0	-4	-3	-10	12	-4	-3	2	8
CC1CN(Cc2c(O)ccc3c(=O)c(-c4ccccc4Cl)coc23)CC(C)O1 (stereo unspecified)	14	4	0	4	-293	-11	7	2	8
O=C(C1CCN(S(=O)(=O)c2ccccc2)CC1)N1CCCCC1	3	5	1	-8	-5	-4	0	-8	-4
Cc1ncc(CN2CCN(Cc3ccccc3)C(CCO)C2)s1 (stereo unspecified)	1	-3	-3	0	18	-7	-2	0	15
COc1ccc(CC(C)N2CCN(Cc3ccccc3)CC2)cc1OC (stereo unspecified)	11	-11	0	-5	6	1	-35	-7	-1
COc1ccccc1C(=O)Nc1ccnn1C1CCN(Cc2ccn[nH]2)CC1	26	5	0	0	3	-4	-2	0	-4
OCCCc1n[nH]c(=S)n1-c1ccccc1	12	-10	-1	-3	6	-5	-2	3	2
O=C(NNC(=O)c1cc(Cl)ccc1O)c1cccc(S(=O)(=O)N2CCOCC2)c1	12	8	5	-9	-52	-18	-6	-15	-33
c1ccc(Cn2cnc3ccccc32)cc1	-24	0	-2	3	9	-1	16	-8	0
S=c1[nH]nc(-c2ccc3ncccc3c2)n1-c1ccc2c(c1)OCCO2	26	-1	2	2	-20	-2	18	4	36
Cc1ccc(-c2c(C)n([O-])c3c([n+]2=O)CCC3)o1	15	-8	0	-1	12	-5	10	-2	-18
O=C1C2C3C=CC(C3)C2C(=O)N1CCCO (stereo unspecified)	18	-6	-1	12	17	-7	1	4	-11
CCOC(=O)C1=C(C)N(c2ccc(OC)cc2)C(=O)/C1=C\c1cccs1	20	-6	1	1	18	-4	-11	-3	-1
COc1ccccc1S(=O)(=O)n1cc(Cc2ccccc2)c(N)n1	-8	2	2	-15	9	-2	-14	-9	76*
Cc1ccc(S(=O)(=O)N(CC(=O)NC2CCCC2)c2cccc(C)c2)cc1	0	13	0	-5	15	-7	-5	1	4
Nc1ccc(-c2c3ccc(=O)cc-3oc3cc(O)ccc23)cc1C(=O)O	22	17	51	-6	3	5	-12	-6	17
CCCCC1CCC(C(=O)Nc2ccc(S(=O)(=O)Nc3nccs3)cc2)CC1 (stereo unspecified)	0	33	3	3	11	2	-2	-7	-6
COc1ccc(C(NC(=O)c2ccco2)c2ccc(OC)c(OC)c2)cc1 (stereo unspecified)	2	4	0	16	26	-7	4	0	-21
C[C@@H](O)Cc1cn(CC(=O)NCCCCCCCCCCC(=O)N2CCNCC2)nn1	7	11	0	2	11	-6	-4	-3	-3
COC(=O)c1nnn(-c2nonc2N)c1CSc1nc2ccccc2s1	16	14	2	1	14	3	-11	5	43
Cc1ccc(/C=N/NC(=O)CNC(=O)c2ccc(S(=O)(=O)N(C)C)cc2)o1	7	-4	1	0	26	-12	-1	-14	4
Cc1cccc2sc(NNC(=O)C3COc4ccccc4O3)nc12 (stereo unspecified)	25	19	2	-1	2	-24	2	4	11
CCN1CCN(c2c(/C=C3\SC(=S)N(Cc4ccco4)C3=O)c(C)c(C#N)c(=O)n2C)CC1	13	6	-30	-2	-27	14	1	4	31
CC(=O)Nc1cccc(OCCCOc2cccc([N+](=O)[O-])c2)c1	·	·	1	·	6	-2	·	·	19
OC(COCC1CC=CCC1)Cn1cnc2ccccc21 (stereo unspecified)	10	9	-4	8	20	0	9	-3	6
COC(=O)[C@@H](NC(=O)Nc1cc(Cl)ccc1C)C(C)C	-2	-9	2	-1	2	-8	-11	2	2
CC1CCCN(CC(O)COCc2ccccc2)C1 (stereo unspecified)	-7	-1	1	-5	15	-8	-12	-2	7
O=C(C(c1ccccc1)c1ccccc1)N(Cc1ccco1)C1CCS(=O)(=O)C1 (stereo unspecified)	20	9	-1	4	20	1	1	4	10
CSc1cccc(NC(=O)NNC(=O)C2CCN(S(=O)(=O)N(C)C)CC2)c1	1	0	-1	-3	11	-2	-9	17	-9
O=C(COC(=O)c1ccccc1-c1nc2ccccc2s1)Nc1ccccc1C(F)(F)F	24	25	-1	-12	22	-9	-3	-5	-22
COc1ccc(OC)c(CCNC(=O)c2sc3nc4n(c(=O)c3c2C)CCC4)c1	17	-1	1	4	8	0	-5	-3	4
Oc1cncc(-c2cccnc2)c1	11	-3	1	-11	7	-2	-12	1	4
COc1ccc(-c2[nH]ncc2CNC(C)CCn2cccn2)c(F)c1 (stereo unspecified)	-10	-24	3	3	13	-3	1	-2	-3
O=C(NN1CCOCC1)c1ccccc1F	3	-4	-2	-6	5	-6	0	5	2
CC(C)(C)c1nc(Sc2ncccc2[N+](=O)[O-])n[nH]1	23	-2	2	-6	16	-2	-4	10	-2
COc1ccc(NC(=O)c2cccc(-c3ccc(O)cc3)c2)cn1	9	10	-9	9	12	2	0	-1	30
N#CCCN1CCN(C2=NC(=O)C(=C3CCCCC3)S2)CC1	-6	-6	-4	8	16	-2	-6	2	25
CCCCn1c(N)c(N(CCOC)C(=O)CSc2n[nH]c(-c3ccc(C)cc3)n2)c(=O)[nH]c1=O	14	-3	0	-3	5	-4	1	0	3
COc1ccc2cc(C(C)C(=O)O)ccc2c1 (stereo unspecified)	2	-12	2	16	1	-1	-6	1	-1
CNS(=O)(=O)c1cccc(C(=O)OCC(=O)N2CCN(C(=O)c3ccco3)CC2)c1	2	-13	3	-3	13	-3	15	-7	-13
CCN(C(=O)Nc1ccccc1)c1ccccc1	2	-1	1	-1	19	10	-8	-2	-19
Cc1ccsc1C(=O)NCc1ccc(Cl)cc1	35	-3	0	-12	6	-4	-54	0	-8
COc1ccc(OC)c(N2C(=O)CC(Cc3ccc(C)cc3)C2=O)c1 (stereo unspecified)	11	4	0	-8	9	-2	-18	-6	-6
Cc1ccc(C)c(NC(=O)CN(C)C(=O)Cn2c(=O)oc3ccccc32)c1	20	-2	-21	-13	-12	-3	-8	2	4

Arranged by molar mass (ascending): some entries from above
SMILES	NALP3 yeast inh	Apaf-1 inh	SENP1 FRET inh	SENP8 block-1	SENP8 block-2	HKDC1 inhibitor	SENP6 block	SENP7 block	PfG6PD inh
CCN(C(=O)Nc1ccccc1)c1ccccc1	2	-1	1	-1	19	10	-8	-2	-19
CC(C)(C)c1nc(Sc2ncccc2[N+](=O)[O-])n[nH]1	23	-2	2	-6	16	-2	-4	10	-2
N#CCCN1CCN(C2=NC(=O)C(=C3CCCCC3)S2)CC1	-6	-6	-4	8	16	-2	-6	2	25
COc1ccc(NC(=O)c2cccc(-c3ccc(O)cc3)c2)cn1	9	10	-9	9	12	2	0	-1	30
CCCCn1c(N)c(N(CCOC)C(=O)CSc2n[nH]c(-c3ccc(C)cc3)n2)c(=O)[nH]c1=O	14	-3	0	-3	5	-4	1	0	3

Assay outcomes from PubChem.

Compounds as they come. Share with any hit: about 4.1%.
